# Screening results: PubChem, Sanford-Burnham Center for Chemical Genomics
# MIN6 prolif: induces beta-cell replication in MIN6 cells | MIN6 cells proliferation, ATPlite luminescence, 48 h; cells starved in 0.2% serum; 100% = growth in 10% serum | proliferation, % at 10 µM | hit rate 0.29% among 330,000;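 active = compounds whose signal lies at least 3.5 SD above the mean of all wells on their plate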;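 note: 0% = DMSO-treated cells in low-serum medium and 100% = 10% serum control; some compounds called inactive have numbers as strong as hits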
# APOBEC3A inh: inhibitors of human APOBEC3A DNA deaminase; hit rate 0.41% among 330,000; recombinant A3A, FAM/TAMRA ssDNA deamination fluorescence; inhibition, % at 20 µM; AID 493011;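 active = at least 40% inhibition at 20 µM here, with at most 30% in a related deaminase screen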;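 note: plate controls were A3A with DMSO for no effect and wells lacking A3A enzyme for full effect; some results filed as inactive read as strong as hits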
# Target sequence (P31941 whole entry, looked up): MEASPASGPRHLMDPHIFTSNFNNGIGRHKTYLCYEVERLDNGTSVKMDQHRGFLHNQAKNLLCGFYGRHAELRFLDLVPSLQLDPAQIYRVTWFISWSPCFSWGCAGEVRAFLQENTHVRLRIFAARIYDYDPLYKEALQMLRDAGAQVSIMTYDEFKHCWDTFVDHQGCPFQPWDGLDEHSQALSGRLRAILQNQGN
# MPTP inh: blocks calcium-induced mitochondrial swelling. isolated mouse mitochondria, Ca2+ swelling absorbance, 30 min. inhibition, % at 10 µM. hit rate 1.4% among 360,000;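 active = inhibition of 50% or more, scaled per plate between neutral and stimulator controls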;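 note: 0% = DMSO wells given calcium and 100% = 1 mM EGTA wells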
# mIAP act: increases mouse intestinal alkaline phosphatase activity; activation factor at 10 µM; hit rate 0.24% among 330,000; muIAP, CDP-Star luminescence, 30 min; active compounds read high; 1 = vehicle-only enzyme signal, 0 = enzyme-free wells;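 active = activation factor of at least 2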; note: the source names both 10 and 20 µM as test concentration; values of inactives mirror those of a sister screen read the other way
#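 Assay system: mouse IAP enzyme; Reagent: CDP-Star chemiluminescent phosphatase substrate; Compound: DMSO-dissolved test compounds; Incubation: 30 min, room temperature; Technique: luminescence from enzymatic CDP-Star hydrolysis; Controls: DMSO-only wells and no-enzyme negative control.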
# mIAP block: blocks mouse intestinal alkaline phosphatase; purified mouse IAP, CDP-Star luminescence, 30 min; inhibition, % at 10 µM; hit rate 0.2% among 330,000; AID 2806;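 active = inhibition of at least 40% at 10 µM in the primary screen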;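 note: plate controls were DMSO with enzyme for no effect and no enzyme wells for full effect; values of inactives mirror those of a sister screen read the other way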
# hIAP block: human IAP inhibition; P09923; purified IAP, CDP-Star luminescence, 30 min; inhibition, % at 10 µM; hit rate 0.12% among 330,000; AID 2544;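 active = inhibition reaching a set limit with compound at 10 µM in the primary screen, cut at about 35% in these data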;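 note: plate controls were DMSO wells with enzyme for no effect and no-enzyme buffer wells for full effect; values of inactives mirror those of a sister screen read the other way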
# Target sequence (P09923 whole entry, looked up): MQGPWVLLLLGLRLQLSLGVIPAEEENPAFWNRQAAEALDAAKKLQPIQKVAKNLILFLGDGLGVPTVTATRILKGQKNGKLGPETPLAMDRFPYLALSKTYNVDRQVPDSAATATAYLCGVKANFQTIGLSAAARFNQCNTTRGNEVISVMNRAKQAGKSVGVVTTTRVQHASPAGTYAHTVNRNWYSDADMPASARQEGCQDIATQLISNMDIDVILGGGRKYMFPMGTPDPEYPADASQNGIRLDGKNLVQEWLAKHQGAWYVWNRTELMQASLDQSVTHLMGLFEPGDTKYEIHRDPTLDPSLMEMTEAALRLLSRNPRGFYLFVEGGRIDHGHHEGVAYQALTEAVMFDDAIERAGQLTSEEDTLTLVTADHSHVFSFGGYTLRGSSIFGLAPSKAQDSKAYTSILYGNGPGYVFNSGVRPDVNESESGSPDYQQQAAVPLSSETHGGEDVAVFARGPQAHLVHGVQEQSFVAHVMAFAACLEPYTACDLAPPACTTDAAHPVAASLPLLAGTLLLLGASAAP
# hIAP activ: human IAP activation | P09923 | purified human IAP, CDP-Star luminescence, 30 min; active compounds read high; 1 = vehicle-only enzyme, 0 = enzyme-free background | activation factor at 10 µM | hit rate 0.16% among 330,000;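 active = activation factor of the enzyme at least 2-fold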; note: the source names both 10 and 20 µM as test concentration; values of inactives mirror those of a sister screen read the other way
# ATG4B inhibitor: blocks human ATG4B protease cleavage of LC3 substrate; Q9Y4P1; ATG4B cleavage of LC3-PLA2, NBD-HPC fluorescence, 1 h; inhibition, % at 8.33 µM; hit rate 0.51% among 340,000; in the data active = inhibition above about 40%
# Target sequence (Q9Y4P1 whole entry, looked up): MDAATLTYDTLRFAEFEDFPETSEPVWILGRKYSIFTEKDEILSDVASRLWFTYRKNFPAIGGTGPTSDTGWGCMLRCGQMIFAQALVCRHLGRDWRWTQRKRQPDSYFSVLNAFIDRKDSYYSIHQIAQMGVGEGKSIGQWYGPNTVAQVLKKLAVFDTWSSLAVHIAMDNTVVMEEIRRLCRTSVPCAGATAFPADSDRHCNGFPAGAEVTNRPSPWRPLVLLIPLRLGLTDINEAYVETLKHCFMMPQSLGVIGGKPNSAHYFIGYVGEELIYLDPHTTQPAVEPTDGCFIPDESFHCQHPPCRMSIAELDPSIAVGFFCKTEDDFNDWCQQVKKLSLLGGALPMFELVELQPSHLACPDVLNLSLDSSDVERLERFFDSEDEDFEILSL
# A3G deaminase: blocks human APOBEC3G single-stranded DNA deamination; Q9HC16; recombinant A3G, ssDNA deamination FAM/TAMRA fluorescence; inhibition, % at 20 µM; hit rate 0.28% among 330,000;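 active = inhibition of at least 40% at 20 µM, with no more than 30% in the related APOBEC3A deaminase screen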;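 note: plate controls were DMSO wells with A3G for no effect and wells lacking A3G enzyme for full effect; some compounds called inactive have numbers as strong as hits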
# Numbers without * were called inactive; / = not tested or not shown.
# A first look:
SMILES,MIN6 prolif,APOBEC3A inh,MPTP inh,mIAP act,mIAP block,hIAP block,hIAP activ,ATG4B inhibitor,A3G deaminase
Cc1ccccc1N1C(N)=NC(N)=NC1(C)C,1,-1,/,1,0,-17,1.2,-3,-10
CCN(CC(=O)Nc1ccc(N2CCOCC2)cc1)C(=O)COc1ccccc1OC,2,1,-0.4,0.95,5,-1,1,-15,0

# All compounds of this part, previewed entries included:
SMILES,MIN6 prolif,APOBEC3A inh,MPTP inh,mIAP act,mIAP block,hIAP block,hIAP activ,ATG4B inhibitor,A3G deaminase
Cc1ccccc1N1C(N)=NC(N)=NC1(C)C,1,-1,/,1,0,-17,1.2,-3,-10
CCN(CC(=O)Nc1ccc(N2CCOCC2)cc1)C(=O)COc1ccccc1OC,2,1,-0.4,0.95,5,-1,1,-15,0
Cc1nnc2c(NC3CCCCC3)nc3ccccc3n12,-3,-1,-0.4,1,-2,-2,1,4,-4
CCN(CC)S(=O)(=O)c1ccc(N2CCOCC2)c(NC(=O)c2ccc3ccccc3c2)c1,-2,-1,-0.5,0.91,9,-7,1.1,-9,-5
COc1ccc(N(C(=O)C2CCCCC2)C2C=CS(=O)(=O)C2)c(OC)c1 (configuration not stated),1,-5,-1.1,1.1,-5,-8,1.1,-5,-5
Oc1ccc(/C=N\Nc2cc(N3CCOCC3)nc(N3CCOCC3)n2)c(O)c1,0,-1,0.5,0.85,15,10,0.9,3,-2
O=C(Nc1ccc(N2CCOCC2)c2nonc12)C1CCCC1,0,2,-1.5,0.82,18,18,0.82,-5,0
CCN(CC)C(=O)c1c(C)nc2ccccn12,-2,-2,-1.5,0.92,8,-9,1.1,1,-11
Cc1ccc(S(=O)(=O)N2[C@@H](c3ccc(Br)cc3)C(C(=O)O)=C[C@H]2CC2CCCC2)cc1,-5,-5,3.0,0.91,10,2,0.98,10,-8
COc1ccc(OC)c(-c2cc(C(=O)Nc3cccc(Cl)c3)no2)c1,-1,1,1.2,0.89,12,12,0.89,5,-6
COc1ccc(/C(N)=N/OC(=O)c2cccc([N+](=O)[O-])c2)cc1,-2,-3,-0.8,0.9,10,-4,1,1,-5
CCCCN(CCCC)CC(O)CN1C(=O)NC(C)(C)C1=O (configuration not stated),0,3,-5.8,1.1,-10,3,0.97,-11,2
Cc1ccc(C(=O)c2c(NC(=O)CSc3nnc(N)s3)sc3c2CCCC3)cc1,0,0,2.7,0.92,8,13,0.87,3,45*
COc1cc2c(cc1NC(=O)CSc1nnnn1-c1ccccc1)oc1ccccc12,-1,-4,-5.4,0.97,3,12,0.88,-16,-7
Cc1ccc(-n2ncc3c(=O)n(CC(=O)NCc4ccco4)cnc32)cc1C,-1,-1,0.3,0.98,2,8,0.92,-5,-4
CCn1c(O)c(C2=NCCCC2)c2ccccc21,1,-5,0.1,1,-3,13,0.87,12,-7
COc1cc(/C=N/NC(=S)Nc2cccc(S(=O)(=O)N(C)C)c2)ccc1O,0,-6,-0.3,0.84,16,-12,1.1,-11,-11
O=C(COC(=O)c1ccc(OC(F)F)cc1)NC(=O)NC1CCCC1,2,-4,-0.6,1,-1,26,0.73,-2,-10
CCOC(CCNC(=O)c1cc2c(=O)[nH]c3ccccc3c2s1)OCC,3,0,1.0,0.96,4,1,0.99,-15,3
COc1ccc(Cl)cc1NC(=O)CN(C)C(=O)c1cn2ccccc2n1,-3,-2,-0.9,0.97,3,-4,1,-7,-2

# Arranged by value in A3G deaminase (lowest first): some entries from above.
mol	A3G deaminase
COc1cc(/C=N/NC(=S)Nc2cccc(S(=O)(=O)N(C)C)c2)ccc1O	-11
Cc1ccccc1N1C(N)=NC(N)=NC1(C)C	-10
Cc1ccc(-n2ncc3c(=O)n(CC(=O)NCc4ccco4)cnc32)cc1C	-4
Oc1ccc(/C=N\Nc2cc(N3CCOCC3)nc(N3CCOCC3)n2)c(O)c1	-2

# Next entries
SMILES,MIN6 prolif,APOBEC3A inh,MPTP inh,mIAP act,mIAP block,hIAP block,hIAP activ,ATG4B inhibitor,A3G deaminase
O=C(c1ccc(NS(=O)(=O)c2cccs2)cc1)N1CCOCC1,-1,-4,-0.2,0.97,3,9,0.91,2,-8
Clc1ccccc1-c1nnc2sc(-c3ccncc3)nn12,-2,-3,-0.2,1,-2,0,1,2,-10
N#Cc1ccc(-c2ccc(OCC(O)Cn3nnc4ccccc43)cc2)cc1 (configuration not stated),-6,-1,15,0.85,15,-11,1.1,-14,-3
CCCC(C(=O)NC1CCCC1)N(C(=O)Cn1nnc(-c2ccc(C)o2)n1)c1ccccc1OC (configuration not stated),0,27,-1.7,1,-4,2,0.98,-8,0
CCOC(=O)N1CCN(C(=O)COC(=O)C2CCN(S(=O)(=O)c3c(C)c(C)cc(C)c3C)CC2)CC1,-2,1,-1.7,1,0,-28,1.3,-4,0
CCOC(=O)C(Cc1ccccc1)NC(=O)CCc1nnc2ccc(N3CCCC3)nn12 (configuration not stated),-1,-2,0.1,0.94,6,8,0.92,15,-4
CC1=C(C(=O)OCc2ccccc2)C(c2ccc(Cl)cc2Cl)NC(=O)N1CCCCCC(=O)O (configuration not stated),-5,2,/,0.93,7,8,0.92,-6,-5
CN1CCN(c2ccccc2NC(=O)c2ccc(N3CCCC3)c([N+](=O)[O-])c2)CC1,0,-4,18,0.95,5,6,0.94,-14,-9
CC(C)c1ccc(/C=C(\NC(=O)c2ccccc2)C(=O)NCCN2CCOCC2)cc1,2,-5,-1.0,1,-4,-21,1.2,/,2
Cc1cc(NC(=O)C2C3C=CC(C3)C2C(=O)O)no1 (configuration not stated),2,8,-1.8,1,-1,-11,1.1,-6,-5
CCc1ccc(-c2cc(C)no2)cc1S(=O)(=O)Nc1cc(C)on1,0,0,0.6,0.93,7,16,0.84,1,3
COc1ccccc1NC(=O)N(Cc1cc2cc(OC)c(OC)cc2[nH]c1=O)CC1CCCO1 (configuration not stated),-5,-3,-6.2,1,0,-8,1.1,-5,-5
O=C(Nc1ccc2[nH]ncc2c1)c1ccccc1,-3,-1,-1.5,0.92,8,-2,1,-5,1
Cc1oc2c(c1C(=O)N1CCOCC1)C(=O)c1ccccc1C2=O,-6,-3,-0.8,1.1,-10,0,1,-10,-5
COc1ccc(COc2ccc3ccc(=O)oc3c2)cc1,-2,-4,-0.1,0.98,2,8,0.92,-2,-7
CC(C)(C)OC(=O)N1CCN(C(=O)c2[nH]cnc2C(=O)NCc2ccccc2)CC1,-1,-1,0.9,1.1,-7,-14,1.1,-5,-7
COc1cc(CN(C)C(C)C(=O)Nc2ccc([N+](=O)[O-])cc2Cl)ccc1OC(F)F (configuration not stated),0,-8,2.8,0.99,1,-24,1.2,-4,-7
CCOC(=O)CCN(Cc1ccccc1)S(=O)(=O)c1csc(C(N)=O)c1,2,0,0.1,1,-1,-7,1.1,-7,-4
COc1ccccc1N1C(=O)c2ccc(C(=O)Nc3ccc(C(=O)O)cc3)cc2C1=O,0,2,0.3,0.95,5,-21,1.2,5,-11
Cc1ccc(S(=O)(=O)NC(=NC2CCCCC2)c2ccc(Cl)cc2)cc1,0,1,0.0,0.98,2,-6,1.1,1,-4
COc1cccc(C(=O)Nc2ccc(NC(=O)C(C)(C)C)cn2)c1,0,2,-3.2,1,0,-10,1.1,-11,0
CCC(CC)NC(=O)CCc1nc2ccccc2c(=O)[nH]1,1,0,-0.2,0.92,8,14,0.86,3,-2
O=C(O)C1CC=CCC1C(=O)NNS(=O)(=O)c1ccccc1 (configuration not stated),-3,-5,-1.1,1,-2,-6,1.1,3,-8
O=[N+]([O-])c1ccc(CSc2ccc(S(=O)(=O)N3CCOCC3)cn2)cc1,-2,3,-0.9,1.1,-5,-10,1.1,-5,18
COc1ccc(C2CC(=O)Oc3cc(OC)ccc32)cc1 (configuration not stated),/,6,-0.8,0.87,13,/,/,2,5
NC(=O)c1ccsc1NC(=O)CCS(=O)(=O)c1ccc(Cl)cc1,-1,2,0.7,0.97,3,-16,1.2,-6,-2
CC(C)c1ccccc1OS(N)(=O)=O,-4,1,-0.7,1.1,-12,2,0.98,5,-1
O=C(NC(NC(=S)Nc1ccccc1C(=O)O)C(Cl)(Cl)Cl)c1cccc([N+](=O)[O-])c1 (configuration not stated),-1,-1,5.5,0.95,5,-21,1.2,4,-4
CC1(C)Cc2c(c(=S)nc(-c3ccccc3)n2Cc2cccnc2)CO1,-1,-6,-1.2,0.91,9,11,0.89,5,-8
CC1CCCCC1NC(=O)c1ccc2c(c1)OCCO2 (configuration not stated),-5,0,-1.0,1,-1,2,0.98,4,1
CCCc1nc2c(nnn2Cc2ccccc2)c(=O)[nH]1,-1,-11,0.0,1.1,-6,-11,1.1,5,-1
Cc1ccc(N2C(=O)N(CC(=O)NCc3ccc(Cl)cc3)C(=O)C2C)cc1 (configuration not stated),-1,-2,-0.9,0.96,4,9,0.91,-4,-1
CCc1ccc2c(c1)[C@H]1OCC[C@H]1[C@@H](c1cccs1)N2,0,0,0.8,1,-3,-7,1.1,11,-4
COc1cccc(C(=O)N=c2sc3c(C)ccc(OC)c3n2C)c1,5,-1,0.4,1,-2,2,0.98,-3,-6
CN(Cc1ccccc1)C(=O)COC(=O)c1ccc(Br)c(S(=O)(=O)N2CCOCC2)c1,-1,4,-0.3,1,-1,-5,1.1,2,-1
Cc1noc2ncnc(N3CCN(c4ccc(F)cc4)CC3)c12,0,-5,1.4,0.95,5,0,1,-7,-16
CCCCN(C(=O)CCCc1nc2ccccc2s1)c1c(N)n(CC(C)C)c(=O)[nH]c1=O,0,1,-0.9,1.2,-17,-5,1,-10,-1
COc1cccc(C(=O)Nc2ccccc2N2CCOCC2)c1,-1,-5,-1.5,1.1,-11,-3,1,-14,-6
CCN(CCCNC(=O)Cn1ncc2c(=O)oc3ccccc3c21)c1cccc(C)c1,-1,-3,-0.6,1.1,-13,6,0.94,-4,-10
Cc1ccc2nsnc2c1NC(=O)c1cncc(Br)c1,-2,-1,-0.8,0.89,11,-3,1,10,-8
COC(=O)c1cc(NC(=O)C2CCCN(S(=O)(=O)c3c(C)n[nH]c3C)C2)cc(C(=O)OC)c1 (configuration not stated),-1,3,/,1,-1,-10,1.1,/,-4
O=C(NCCOC12CC3CC(CC(C3)C1)C2)c1cccc(Br)c1,-3,-4,3.8,1,-3,17,0.83,-3,-9
Cc1nc2nc(SCc3ccc([N+](=O)[O-])cc3)[nH]c2cc1Br,-1,-2,21,0.96,4,-22,1.2,-1,-8
CC(C)(C)c1ccc(C(=O)NNC(=O)C2CCCCC2)cc1,-2,2,2.0,1,0,3,0.97,-4,1
CSc1ncccc1C(=O)NCc1ccccc1Cl,2,0,0.6,0.97,3,4,0.96,3,-8
COc1cc(C(=O)NCc2ncccc2C)ccc1OC1CCN(C(C)=O)CC1,4,-2,-0.9,0.98,2,0,1,-2,-5
CCOC(=O)c1[nH]c(C)c(C)c1C,0,-7,-1.3,1,0,7,0.93,-1,-6
Cc1cccc(CCN(C(=O)Cc2cccs2)C(C(=O)NC2CCCCC2)c2cccnc2)c1 (configuration not stated),0,0,-1.6,1,-2,-26,1.3,-6,-4
O=C(O)c1cccnc1SCc1ccccc1Cl,0,10,-0.3,0.93,7,8,0.92,8,0
Clc1ccc(-c2csc(N3CCC(c4ccccc4)C3)n2)cc1 (configuration not stated),-3,-1,4.6,0.99,1,0,0.99,6,-4
Cc1cccc(NC(=O)CSc2nnc(C)c(=O)n2N)c1,1,1,-0.5,1,-2,-17,1.2,-5,-1
COc1ccccc1-c1ccc(SCc2ccccc2F)nn1,-3,4,1.4,0.94,6,0,1,13,-7
Cn1c(=O)c(-c2cccc(Cl)c2)c(O)c2ccccc21,-1,-3,1.5,0.9,10,6,0.94,-9,-3
CSC1=N/C(=C\c2ccccc2C)C(=O)S1,-3,-2,0.2,1.1,-6,0,1,-1,-4
